# Assay outcomes deposited in PubChem BioAssay by National Center for Advancing Translational Sciences (NCATS).
# BRCT inh green: inhibitors of human BRCA1 BRCT-phosphoprotein interaction (green fluorophore); Potency, µM (highest dose often 76.9 µM), for inactives: at the highest dose activity change, negative = inhibition, hits mostly inhibitors; 75,000 tested, 0.05% active; BRCA1 BRCT-phosphopeptide binding, green fluorescence polarization; P38398;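 note: potency is the fitted concentration of half-maximal effect; plate controls were peptide without protein for full effect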
#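 Fluorescence polarization: His-tagged BRCT (~35 kDa BRCA1 C-terminus, 250 nM) bound to 100 nM fluorescein-labeled phosphorylated 10-aa BACH1 peptide, pH 7.3 phosphate buffer with DTT and Tween 20. Compounds incubated 12 min at room temperature; inhibition read as lowered polarization.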
# HEK293 cAMP ctrl: parental HEK293 cAMP activation (counter-screen). parental HEK293 CNG cAMP sensor, membrane potential fluorescence. Potency, µM (doses to about 57.1 µM), for inactives: at the highest dose activation, hits mostly activators. 73,000 tested, 2.5% active; note: potency is the fitted concentration of half-maximal effect; % of control where 0% means no effect; nearly all actives have a fitted effect of over 55% in size
#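 Counterscreen for endogenous-receptor signalling: CNG-channel HEK 293 cells report cAMP rise by membrane depolarization. After 60 min dye equilibration with 100 uM RO 20-1724, compounds incubated 30 min before bottom-read fluorescence at 590 nm.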
# Rhodamine autofl: compound autofluorescence in rhodamine spectral region; Rhodamine-region fluorescence, 547/598 nm, Tris buffer; stronger effect = higher value; max dye-equivalent concentration, M; 59,000 tested, 0.05% active; AID 594; in the data active = max dye-equivalent concentration above about 11 nM; inconclusive = between about 1.1 nM and that limit
#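 Steps: pin-transfer compounds into pH 8.0 Tris (100 mM), hold 15 min at room temperature, image with a 547/598 nm filter pair, and convert intensities to rhodamine-equivalent concentration using a six-point on-plate rhodamine series.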
# USP2a inh: blocks human ubiquitin-specific protease USP2a; USP2a enzymatic assay, qHTS inhibition; 60,000 tested, 0.1% active; O75604; Potency, µM (top dose mostly 38.3 µM), inactives show at the top dose activity change, negative = inhibition, actives largely listed as inhibitors;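 note: potency is the fitted concentration of half-maximal effect; nearly all actives have a fitted effect of over 60% in size; plate controls were DMSO for no effect and NEM full inhibition control for full effect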
#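 Inhibition is measured in a cell-free coupled assay with 20 nM USP2 core, 20 nM Ub-PLA2 and 20 uM NBD C6-HPC, 2.5 h incubation. Activity normalized to NEM control.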
# Fluorescein autfl: compound fluoresces in the fluorescein spectral region | Compound autofluorescence, 480/540 nm, fluorescein-equivalent; stronger effect = higher value | max fluorescein-equivalent concentration, M | 59,000 tested, 0.91% active | AID 593; in the data active = max fluorescein-equivalent concentration above about 10 nM; inconclusive = between about 1.1 nM and that limit
#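 Values reflect compound autofluorescence, normalized to fluorescein on the same plate and reported at each tested concentration. Conditions: 100 mM Tris pH 8.0, room temperature, 15 min, excitation 480 nm, emission 540 nm.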
# Caspase-7 inhib: blocks human caspase-7 allosterically or competitively; 75,000 tested, 0.02% active; AID 889; Potency, µM (series often up to 57.5 µM), without a hit: at the top dose activity change, negative = inhibition, usual class: inhibitors; recombinant caspase-7, Ac-DEVD-AFC fluorescence rate; P55210; active = well fitted inhibition curve with a large enough effect in the main read-out, with a control signal flat, not every such curve was filed as active; inconclusive = small, poorly fitted or top-dose-only effect, or a change in a side signal; note: potency is the fitted concentration of half-maximal effect; % of control where 0% means no effect
# Target sequence (P55210 24-198 limits assumed): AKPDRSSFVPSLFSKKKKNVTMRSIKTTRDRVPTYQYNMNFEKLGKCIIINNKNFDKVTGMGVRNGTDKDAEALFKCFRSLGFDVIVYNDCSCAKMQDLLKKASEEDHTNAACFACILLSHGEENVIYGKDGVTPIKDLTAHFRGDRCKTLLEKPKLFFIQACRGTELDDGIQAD
# Target sequence (P55210 207-303 limits assumed): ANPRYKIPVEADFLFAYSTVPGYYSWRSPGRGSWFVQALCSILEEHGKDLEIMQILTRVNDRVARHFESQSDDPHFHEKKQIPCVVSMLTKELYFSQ
# Caspase-1 inhib: caspase-1 (human) inhibition, allosteric or competitive. Caspase-1 enzyme, Ac-WEHD-AFC fluorogenic rate. 75,000 tested, 0.03% active. P29466. Potency, µM (titrated, usually from 57.5 µM), for inactives: at the top dose activity change, negative = inhibition, actives largely listed as inhibitors;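 note: potency is the fitted concentration of half-maximal effect; plate controls were vehicle for no effect and no substrate for full effect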
# Target sequence (P29466 120-297 limits assumed): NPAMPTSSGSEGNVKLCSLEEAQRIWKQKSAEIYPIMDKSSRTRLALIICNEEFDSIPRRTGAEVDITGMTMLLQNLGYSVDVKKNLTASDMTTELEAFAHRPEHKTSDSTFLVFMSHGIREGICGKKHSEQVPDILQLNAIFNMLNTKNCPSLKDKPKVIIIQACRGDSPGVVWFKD
# Target sequence (P29466 317-404 limits assumed): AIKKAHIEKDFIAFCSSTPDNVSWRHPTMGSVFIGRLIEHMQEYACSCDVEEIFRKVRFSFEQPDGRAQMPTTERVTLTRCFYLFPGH
# BRCT inh red: BRCT-phosphoprotein interaction inhibition (red fluorophore); P38398; BRCT-phosphopeptide binding, red fluorescence polarization; Potency, µM (top dose mostly 76.9 µM), inactives show at the top dose activity change, negative = inhibition, most hits filed as inhibitors; 75,000 tested, 0.03% active; AID 892; note: % is set by controls: 0 for no effect and ±100 for the full control effect
#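 Fluorescence polarization: 100 nM His-tagged BRCA1 BRCT with 100 nM TAMRA-labelled phospho-BACH1 decapeptide, phosphate buffer pH 7.3 with 150 mM NaCl, DTT, 0.01% Tween 20; 12 min RT. Binding inhibition seen as FP decrease.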
# Texas Red fluor: compounds fluorescent in Texas Red spectral region; 59,000 tested, 0.06% active; max dye-equivalent concentration, M; Compound fluorescence, Texas Red channel, 547/618 nm; stronger effect = higher value; in the data active = max dye-equivalent concentration above about 10 nM; inconclusive = between about 1.1 nM and that limit
#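 Compound titrations in 100 mM Tris pH 8.0 were incubated 15 min at room temperature and read at 547 nm excitation / 618 nm emission. Texas Red six-point standard curve on each plate converted fluorescence to dye-equivalent concentration.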
# 4-MU autofl: compound fluoresces in the 4-MU spectral region. compound autofluorescence, 340/450 nm, 4-MU equivalents; stronger effect = higher value. max dye-equivalent concentration, M. 59,000 tested, 11% active; in the data active = max dye-equivalent concentration above about 10 nM; inconclusive = mostly about 1.1 nM to 9.6 nM
#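 Compounds in 100 mM Tris, pH 8.0, sat 15 min at room temperature before fluorescence was read at 340 nm excitation/450 nm emission; a per-plate six-point 4-MU standard curve converted signals to dye-equivalent concentration at each compound concentration.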
# A350 fluor: compound fluoresces in the Alexa 350 spectral region; 59,000 tested, 11% active; max dye-equivalent concentration, M; Compound autofluorescence, 340/450 nm, Alexa 350 dye-equivalents; stronger effect = higher value; in the data active = max dye-equivalent concentration above about 10 nM; inconclusive = mostly about 1.1 nM to 9.6 nM
# * hit, by the source's call; i = inactive; ? = inconclusive; nt = no result given; & = joins results of further samples; [ ] = remark or other dose. Unless noted, calls come from the whole dose curve; as a rule, active = well fitted curve in the direction sought with a large enough effect; inconclusive = small, poorly fitted or top-dose-only effect, or another doubt; inactive = no such curve, though single readings can be large; an effect the other way counts as inactive or inconclusive. An excerpt. The share of hits here may be higher or lower than overall.
canonical_smiles | BRCT inh green | HEK293 cAMP ctrl | Rhodamine autofl | USP2a inh | Fluorescein autfl | Caspase-7 inhib | Caspase-1 inhib | BRCT inh red | Texas Red fluor | 4-MU autofl | A350 fluor
CCN(CC)S(=O)(=O)c1ccc(Cl)c(C(=O)Oc2cccnc2)c1 | 0.3% | 14% | i | -12% | ? | 4% | -5% | -3.1% | i | i | i
COc1ccc(C2CC(c3ccc(OC)cc3)n3nc(NC(=O)c4ccco4)nc3N2)cc1 (stereo unspecified) | -0.7% | 6% | i | 32%[activator] | i | -5% | -7% | -1.1% | i | 2e-07M* | 2.6e-07M*
Cc1cccc(Cn2c(SCCO)nc3c2c(=O)n(C)c(=O)n3C)c1 | 0.2% | 17% | i | -2% | i | 0% | 2% | -1.2% | i | i | i
O=C1NC(=O)C(CC(=O)N(Cc2ccco2)C2(C(=O)NC3CCCCC3)CCCCC2)N1 (stereo unspecified) | -2.1% | ? | i | 12% | i | -1% | -1% | -0.8% | i | i | i
Cn1c(=O)c(CCc2ccccc2)nc2cnc(OCc3ccccc3)nc21 | -0.9% | 1µM* | i | -4% | i | -8% | -5% | -0.9% | i | i | i
COCc1cc(C)nc(Nc2ccc(C)c(C)c2)c1C#N | 0.6% | -6% | nt | 4% | nt | -18% | -19% | -0.2% | nt | nt | nt
CNc1oc(-c2ccccc2Cl)nc1C#N | nt | nt | i | nt | i | nt | nt | nt | i | ? | ?
CCCCCC#CCC#CCC#CCC#CCCCC(=O)O | nt | nt | i | nt | i | nt | nt | nt | i | i | i
C/C(Cl)=C/Cn1c(SCC(C)C)nc2c1c(=O)[nH]c(=O)n2C | -2.3% | 16% | i | nt | ? | 4% | -1% | 2.6% | i | i | i
C=CC[N+](C)(C)CCCNC(=O)/C=N/O | nt | nt | i | nt | i | nt | nt | nt | i | i | i
CCOc1ccc(C(=O)c2ccc(OC)c(O)c2O)cc1 | -0.9%[3.08 µM] | nt | nt | 24% | nt | -2% | -1% | -0.4% | nt | nt | nt
Cc1n[nH]c(C)c1SCC(=O)Nc1ccc(F)cc1 | -1.3% | 1% | i | -10% | i | 2% | 2% | -1.9% | i | i | i

# Overlap with the part before: 2 entries; new compounds follow.
canonical_smiles | BRCT inh green | HEK293 cAMP ctrl | Rhodamine autofl | USP2a inh | Fluorescein autfl | Caspase-7 inhib | Caspase-1 inhib | BRCT inh red | Texas Red fluor | 4-MU autofl | A350 fluor
CCOc1ccc(C(=O)c2ccc(OC)c(O)c2O)cc1 | -0.9%[3.08 µM] | nt | nt | 24% | nt | -2% | -1% | -0.4% | nt | nt | nt
Cc1n[nH]c(C)c1SCC(=O)Nc1ccc(F)cc1 | -1.3% | 1% | i | -10% | i | 2% | 2% | -1.9% | i | i | i
COc1ccc(C(=O)n2c(-c3ccco3)nc3ccccc32)cc1 | -0.1% | 25µM* | i | -2% | i | -16% | ? | -0.9% | i | i | ?
CSc1nc(C)cc(-n2ccc(=O)[nH]c2=O)n1 | -1.6% | 6% | i | 6% | i | 1% | 1% | -1.8% | i | i | i
OCC(C#CCN1CCCCC1)NCc1ccccc1 (stereo unspecified) | 0.8% | 15% | i | 3% | i | 1% | 1% | 1.0% | ? | i | i
CC(C)=CC(=O)Nc1nnc(-c2cccnc2)s1 | -3.4% | 8% | i | -2% | i | 1% | -2% | -0.1% | i | i | i
O=C(CN1C(=O)NC2(CCCC2)C1=O)N1CCN(C(=O)c2ccco2)CC1 | -1.5% | -3% | i | -1% | i | 1% | 1% | 0.1% | i | i | i
OCC1O[C@H](OC2C(CO)O[C@@](O)(CO)C2O)C(O)C(O)C1O (stereo partly specified) | -0.7%[3.08 µM] | nt | nt | -17% | nt | -1% | 1% | -0.2% | nt | nt | nt
CC(C)Oc1ccc2nnnn2n1 | -3.2% | 0% | i | 0% | i | -1% | 2% | 0.8% | i | i | i
Cc1ccccc1-n1nnnc1SCC(N)=O | -0.2% | 5% | i | -2% | ? | -6% | 0% | 1.5% | i | i | i
CCCCNc1nc(C)nc2c1nc(-c1ccccc1)n2CCCN1CCCCC1C (stereo unspecified) | 0.2% | ? | nt | nt | nt | -1% | -2% | -0.1% | nt | nt | nt
CCN1C(=O)[C@H]2[C@H]3[C@H](O)[C@H](O)C/C(=N/OC[C@@H](O)COCc4ccco4)[C@@H]3CC[C@@H]2C1=O | -1.4%&-0.3%[15.4 µM] | -2%&5%[11.4 µM] | nt | nt | nt | 1%&1%[11.5 µM] | -2%&0%[11.5 µM] | 1.7%&0.2%[15.4 µM] | nt | nt | nt
CCS(=O)(=O)c1nc2ccccc2n1CC(=O)N1CCOCC1 | -5.4% | 19% | i | -5% | i | 4% | 0% | -0.1% | ? | i | i
Cn1c(C(=O)N(Cc2ccccc2)Cc2ccccn2)cc2sccc21 | 2.9% | 16µM* | i | -1% | i | -25% | -2% | 1.7% | i | i | i
CC(C)(C)OC(=O)N1CC=C2C(C#N)=C(N)C(C#N)(C#N)[C@H](c3cccnc3)[C@H]2C1 | nt | nt | i | nt | ? | nt | nt | nt | i | 1.2e-07M* | 1.5e-07M*
CCc1cccc2c3c([nH]c12)C(CC)(CC(=O)O)OCC3 (stereo unspecified) | 4.1% | nt | i | 0% | i | -3% | -4% | -1.9% | i | i | ?
Nc1ccc(N=Nc2ccccc2)c(N)n1 | 0.8%[3.08 µM] | -28% | i | 7% | i | -3% | -1% | -0.5% | i | ? | ?
Cc1cc(NC(=O)CSc2ncn(-c3ccccc3)n2)no1 | -0.9% | 3% | i | 1% | i | -2% | 1% | -1.6% | i | i | i
CCc1cccc(OCCCCNCCOC)c1 | -1.4% | 24% | nt | -4% | nt | 0% | 0% | -0.4% | nt | nt | nt
COc1ccc(CCC(=O)NC2=NCCS2)cc1OC | -2.2% | 2% | i | -1% | i | 3% | -1% | 1.0% | i | i | i
COc1ccc(Cn2c3nc4ccccc4nc3c3c(=O)n(Cc4ccco4)cnc32)cc1 | 2.3% | 20% | i | 45%[activator] | ? | ? | ? | -0.8% | ? | 3.2e-08M* | 4e-08M*
O=C(O)Cn1c(P(=O)(O)c2ccccc2)nc2ccccc21 | -1.0% | 3% | i | 2% | ? | -5% | 2% | 0.3% | i | i | i
O=c1c2ccccc2nc2n1CCCCN2 | 0.4% | 4% | i | -3% | ? | 0% | 0% | -0.5% | ? | 1.8e-07M* | 2e-07M*
Cc1ccc(NC2=NCC(=O)N2Cc2ccc3c(c2)OCO3)c(C)c1 | -0.7% | -5% | i | 27% | i | 2% | 1% | -0.7% | i | i | i
CS(=O)(=O)N(CC(=O)Nc1cccnc1)c1ccc2c(c1)OCCO2 | -0.1% | 3% | i | -3% | ? | -3% | -1% | 1.2% | i | i | ?
Cc1cc(C)n(-c2cc(N3CCOCC3)nc(-c3ccccc3)n2)n1 | -0.9% | 12% | i | 24% | i | 1% | -3% | 0.1% | i | i | i
COc1ccccc1NC(=O)C1=C(C)Nc2nc(CCCO)nn2C1c1cccnc1 (stereo unspecified) | -0.7% | 2% | i | -2% | i | 1% | 0% | -0.7% | ? | i | i
O=C(c1ccc(S(=O)(=O)N2CCC(c3nc4ccccc4[nH]3)CC2)cc1)N1CCOCC1 | -2.4% | 8% | i | 13µM* | i | 0% | 2% | 0.0% | i | i | i
COc1ccc(-c2cc3nc4c(c(=O)n3[nH]2)CCC4)cc1 | -1.0% | -3% | i | 17% | i | -3% | 1% | -1.8% | i | i | i
CCC1CCCCN1C(=O)CSc1nnc(-c2ccco2)o1 (stereo unspecified) | -0.1% | 4% | i | -1% | i | -1% | -2% | 0.0% | ? | i | i
O=C(CC(SCc1ccco1)c1ccc(O)cc1)c1cccs1 (stereo unspecified) | 1.1% | 16% | i | -11% | i | 5% | -4% | -0.2% | i | i | ?
Cc1ccc2cc(CN(CCO)Cc3nnnn3Cc3ccc(F)cc3)c(=O)[nH]c2c1 | 0.5% | 8% | i | 12% | ? | -17% | ? | 0.6% | i | i | ?
Fc1ccc(Nc2ncncc2-c2ccoc2)cc1 | 3.6% | 17% | i | 30% | i | -6% | -2% | -1.8% | i | i | i
O=C(CN1CCC(O)(c2ccc3c(c2)OCO3)CC1)N1CCOCC1 | -2.0% | 24% | i | 3% | i | 0% | -1% | 0.9% | ? | i | i
N#CCCn1ncn(-c2ccccc2)c1=S | -0.9% | 1% | i | -1% | i | 2% | -1% | -0.4% | i | i | i
O=c1[nH]c(CSc2nnc(-c3ccco3)n2-c2ccccc2)nc2sc3c(c12)CCC3 | 2.7% | 18% | i | 17% | i | -1% | 1% | 1.2% | i | i | i
CCOC(=O)C1=C(C)NC(C)=C(C(=O)OCC)C1C(=O)OCC(=O)N1CCC(C)CC1 | -0.2% | -11% | i | 5% | ? | -4% | 0% | -0.2% | i | 8.3e-08M* | 1.2e-07M*
CCOC(=O)c1[nH]c2ccc(OC)cc2c1C | nt | nt | i | nt | i | nt | nt | nt | i | ? | ?
COc1ccccc1-c1c(C)oc2cc(OC(=O)c3ccco3)ccc2c1=O | -0.5% | 20% | i | 6% | i | -3% | -1% | -2.5% | i | ? | ?
CCC(Sc1nnc(C)s1)C(=O)Nc1nccs1 (stereo unspecified) | -2.1% | 25µM* | i | -1% | ? | -3% | -2% | -0.4% | i | ? | ?
